Source: PubChem
Vif-APOBEC3F blk – Vif-A3F binding inhibition | Potency, µM (doses to about 46.1 µM), without a hit: at the top dose activity, negative = active | AID 602313 | HeLa A3F-eYFP + Vif (tagged APOBEC3F with the HIV-1 protein that degrades it), YFP fluorescence increase | 0.2% of 390,000 active; also: potency is read from the fitted curve at half-maximal effect; % of control where 0% means no effect; nearly all actives have a fitted effect of over 65% in size
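Fluorescence increase (Ex 488/Em 500-530) after overnight compound treatment at 37 deg C flags inhibition of Vif-driven A3F-eYFP loss in stable HeLa A3F-eYFP/Vif cells seeded overnight beforehand.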
D2 agonist – activates the human D2 dopamine receptor; P14416; HEK293 T-REx D2 cells, calcium flux agonist mode; activation, % at 2 µM; 0.53% of 340,000 active;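 active = activation over 3 SD above normal in the single-dose calcium agonist read, cut at about 30% in these data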; also: 0% is about no effect
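HEK293 Trex D2 cells, tetracycline-induced, o/n 30 C 5% CO2; no-wash Ca dye, RT 30–90 min; 10-cycle baseline, 23 nl cpd added, kinetic Ca read 180 s; agonist hits = positive Ca response.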
D2 antagonist – antagonizes the human D2 dopamine receptor; P14416; inhibition, % at 10 µM; HEK293 TREx D2 cells, calcium flux, dopamine EC80; 2% of 340,000 active; in the data active = inhibition above about 30%; also: 0% is about no effect
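Inhibition of EC80 dopamine-driven calcium flux, recorded kinetically, defines activity here; cells are a tetracycline-induced HEK293 T-REx line expressing force-coupled D2.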
GRP78 ERSR act – ER stress response induction in glioma. U87-MG GRP78 promoter luciferase reporter, 16 h. Potency, µM, without a hit: at the top dose activation, most hits filed as activators. 0.02% of 420,000 active. AID 602332; also: potency is read from the fitted curve at half-maximal effect; series mostly up to about 76 µM; % of control where 0% means no effect; nearly all actives have a fitted effect of over 35% in size
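Stably transfected U87-MG glioma cells carrying a GRP78-based luciferase sensor; 16 h compound incubation. Luminescence end-point read 10 min after Bright-Glo addition at room temperature.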
RGS4 inhibitor – human RGS4 inhibition. P49798. Transcreener GDP fluorescence polarization, RGS4-accelerated GTP hydrolysis. Potency, µM (top dose mostly 114 µM), without a hit: top-dose activity change, negative = inhibition, actives largely listed as inhibitors. 0.039% of 390,000 active. AID 504845; also: potency is read from the fitted curve at half-maximal effect; % is scaled to controls: 0 for no effect and ±100 for the full control effect; nearly all actives have a fitted effect of over 75% in size; some results filed as inactive show a strong effect at the top dose
Target sequence (P49798 whole entry, looked up): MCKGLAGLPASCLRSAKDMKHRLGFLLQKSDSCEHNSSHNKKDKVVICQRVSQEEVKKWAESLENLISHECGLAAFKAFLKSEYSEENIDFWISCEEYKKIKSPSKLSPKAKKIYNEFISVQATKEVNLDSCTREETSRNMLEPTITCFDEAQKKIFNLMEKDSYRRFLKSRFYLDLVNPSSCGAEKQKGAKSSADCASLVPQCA
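MLSMR compounds (23 nl, pin-transferred) preincubated 10 min at room temperature with a 500nM (2x) first reagent, then RGS4 at 900nM (2x) plus Transcreener GDP mix added; fluorescence polarization (620/688 nm) read before and after 90 min at 30 °C.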
ERG Ets-DNA blk – ERG Ets/DNA interaction inhibition. fluorescence polarization, His-ERG Ets domain / labelled DNA. Potency, µM (doses to about 76.9 µM), without a hit: at the highest dose FP activity, negative = inhibition, most hits filed as inhibitors. 0.028% of 370,000 active. AID 624246; active = well fitted inhibition curve with a large enough effect in the polarisation, with a control signal flat; inconclusive = small, poorly fitted or top-dose-only effect, or effect the other way, or a change in a side signal; inactive = no such curve, though single readings can be large or run the other way; the % refers to the polarisation;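 also: polarization taken with two DNA probes labelled with fluorescein and Texas red; potency is read from the fitted curve at half-maximal effect; % of control where 0% means no effect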
Target sequence (P11308 whole entry, looked up, the tested form may be a part): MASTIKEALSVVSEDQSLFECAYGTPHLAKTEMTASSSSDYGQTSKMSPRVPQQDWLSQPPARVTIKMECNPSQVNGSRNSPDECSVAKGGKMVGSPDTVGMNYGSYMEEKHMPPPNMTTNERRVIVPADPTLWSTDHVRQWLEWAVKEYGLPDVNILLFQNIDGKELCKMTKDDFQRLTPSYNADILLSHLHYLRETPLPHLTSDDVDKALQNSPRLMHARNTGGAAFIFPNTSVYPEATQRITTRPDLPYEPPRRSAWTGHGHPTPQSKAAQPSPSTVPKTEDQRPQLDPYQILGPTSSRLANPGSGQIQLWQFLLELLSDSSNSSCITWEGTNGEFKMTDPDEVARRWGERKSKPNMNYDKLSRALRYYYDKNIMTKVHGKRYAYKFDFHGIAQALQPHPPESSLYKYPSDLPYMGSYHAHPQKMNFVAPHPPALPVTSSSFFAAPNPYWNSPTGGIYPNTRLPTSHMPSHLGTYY
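His-tagged ERG Ets domain (1 uM in the protein solution; 300mM KCl, 50mM Tris-HCl, 1mM EDTA, 1mM DTT, pH 7.5) received compound, then a probe mix of 5 nM fluorescein-DNA and 100nM Texas-615-DNA. Fluorescence polarization was read for both dyes.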
12-LOX inh – blocks human arachidonate 12S-lipoxygenase | P18054 | purified 12hLO, xylenol orange hydroperoxide absorbance | Potency, µM (series often up to 108 µM), for the others: at the top dose activity change, negative = inhibition, hits mostly inhibitors | 1.1% of 580,000 active | AID 1671190; also: potency is read from the fitted curve at half-maximal effect; % is scaled to controls: 0 for no effect and ±100 for the full control effect
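Purified human 12hLO (150 nM final) in 25 mM Hepes, 0.01% Triton X-100, pH 7.0 was preincubated 15 min at room temperature with compound. Then 40 uM arachidonic acid was added, 30 min. Hydroperoxide was read by Fe-XO absorbance ratio 573/405 nm.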
LDHA block – LDHA (human) enzyme inhibition; P00338; purified LDHA, NADH/diaphorase-resazurin fluorescence; stronger effect = lower value; activity change, % (values are at about 110 or 230 µM); 0.15% of 480,000 active; AID 1347041; in the data active = activity change below about -30%; inconclusive = mostly about -25% to -30%;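 also: plate controls were DMSO wells for no effect and wells without enzyme for full effect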
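LDH5 2 nM; NADH 0.06 mM, pyruvate 0.2 mM; 200 mM Tris pH 7.4, EDTA, Tween-20; 5 min RT. Detection: diaphorase 0.133 mg/mL + resazurin 37 µM, fluorescence ex540/em590 at 0 and 20 min; normalized to enzyme-free and DMSO wells.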
Vif-APOBEC3G blk – Vif-A3G binding inhibition; HeLa A3G-eYFP + Vif (tagged APOBEC3G with the HIV-1 protein that degrades it), YFP fluorescence, overnight; Potency, µM (titrated, usually from 46.1 µM), for inactives: at the highest dose activity, negative = active, most hits filed as inhibitors; 0.076% of 410,000 active;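 also: potency is read from the fitted curve at half-maximal effect; % is scaled to controls: 0 for no effect and ±100 for the full control effect; nearly all actives have a fitted effect of over 60% in size; hits raise eYFP signal because A3G escapes Vif-driven loss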
Target sequence (Q9HC16 whole entry, looked up): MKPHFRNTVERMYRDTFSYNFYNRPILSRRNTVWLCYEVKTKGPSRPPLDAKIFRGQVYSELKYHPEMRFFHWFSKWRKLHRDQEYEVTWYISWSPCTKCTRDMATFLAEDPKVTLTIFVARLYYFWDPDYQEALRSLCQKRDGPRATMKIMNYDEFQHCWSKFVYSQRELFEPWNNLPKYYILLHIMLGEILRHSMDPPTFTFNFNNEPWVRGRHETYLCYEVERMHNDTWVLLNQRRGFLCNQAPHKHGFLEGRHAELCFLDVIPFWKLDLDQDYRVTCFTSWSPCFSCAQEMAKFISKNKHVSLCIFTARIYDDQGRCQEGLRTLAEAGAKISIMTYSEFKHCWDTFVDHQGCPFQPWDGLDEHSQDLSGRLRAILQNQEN
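HeLa cells stably expressing Vif and C-terminally eYFP-tagged A3G, seeded overnight at 37 deg C, then exposed to compound by pintool overnight at 37 deg C. Rise in yellow fluorescence (Ex 488/Em 500-530, Acumen) marks blocked Vif-driven A3G degradation.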
Starred values were filed as active, the others as inactive; u = inconclusive; x = no result given; & = joins results of further samples; [ ] = dose if it differs, or a comment. Unless noted, calls follow the shape of the dose curve; as a rule, active = well fitted curve in the direction sought with a large enough effect; inconclusive = small, poorly fitted or top-dose-only effect, or another doubt; inactive = no such curve, though single readings can be large; an effect the other way counts as inactive or inconclusive. These rows are one share of the data (hit frequency here may not be typical).

Molecule	Vif-APOBEC3F blk	D2 agonist	D2 antagonist	GRP78 ERSR act	RGS4 inhibitor	ERG Ets-DNA blk	12-LOX inh	LDHA block	Vif-APOBEC3G blk
CC(=O)Nc1sc(N/N=C\c2cccc(Cl)c2)nc1-c1cccs1	-1%	-1.3	2	2%	-34%	-1%	-22%	4	u
Cc1ccccc1-c1cc2c(c3c1ccn3C)C1CCC2O1 (configuration not stated)	x	x	x	-6%	x	x	u	-2	-5%
COc1ccc(C2c3c(ncn(CCCN4CCOCC4)c3=N)Oc3ccc4ccccc4c32)cc1OC (configuration not stated)	-13%	0.6	-4	-6%	24%	-6%	0%	-12	-27%
CC(O)Cc1nsc(NC(=O)c2cccs2)n1 (configuration not stated)	0%	-0.3	-5	-2%	17%	-2%	-7%	-11	0%
Cn1nnnc1SCC(=O)Nc1ccccc1Cl	-3%	-0.1	-28	-2%	28%	-2%	-15%	0	0%
CCN(CC)CCN1C(=O)c2ccccc2NC1c1ccc(N(C)C)cc1 (configuration not stated)	-6%	0.0	7	-7%	-29%	4%	-1%	5	2%
COc1ccc(-c2coc3cc(OC)cc(O)c3c2=O)cc1	3%	1.3	3	-2%	u	-13%	15%	-1	-1%
CC(C)Nc1ncnc2c1ncn2[C@H]1CN(Cc2ccc(Cl)cc2)C[C@@H](CO)O1	x	x	x	2%	x	x	-15%	-10	1%
O=C(C[n+]1cc(-c2ccccc2)n2c1CCCCC2)c1ccc(Br)cc1	-1%	0.7	-8	-3%	26%	3%	-3%	-14	1%
Cc1[nH]c2ccccc2c1C(=O)CN1CCCCC1CCO (configuration not stated)	-2%	-0.5	-5	-6%	-7%	0%	-8%	3	-5%
CN(Cc1ccccc1)C(=O)c1ccc(NC(=O)Cc2cccc([N+](=O)[O-])c2)cc1	-3%	x	x	-4%	-17%	2%	-11%	-1	2%
CCn1cc([N+](=O)[O-])c(C(=O)N2N=C(c3ccc4ccccc4c3)CC2c2cc(Br)ccc2O)n1 (configuration not stated)	-2%	0.9	-10	-4%	-14%	-1%	x	0	1%
O=C(O)C1=C[C@H](c2ccc(C(F)(F)F)cc2)C[C@H](OCCCCO)O1	2%	x	x	3%	14%	-8%	-4%	-4	0%
CCOC(=O)C1CCCN(Cc2ccccc2OCC)C1 (configuration not stated)	-7%	0.1	6	-6%	10%	8%	u	-19	-4%
O=C(COC(=O)c1ccc(Br)o1)Nc1ccc(S(=O)(=O)N2CCCC2)cc1	-1%	1.1	-5	0%	20%	0%	0%	-4	2%
COc1ccc(CCNc2cc(-c3ccccc3)nc3ncnn23)cc1	-9%	0.8	24	-4%	6%	-14%	-3%	-6	0%
CC(C)O/C(=N\S(=O)(=O)c1ccc(Cl)cc1)c1ccccc1	0%	0.5	-4	-3%	-10%	-5%	-11%	1	0%
COc1ccc(S(=O)(=O)N2CCOCC2)cc1NC(=O)COC(=O)CC1CC2CCC1C2 (configuration not stated)	3%	x	x	-5%	-15%	3%	-10%	-4	-1%
CCOc1ccccc1CN1CCNC(=O)C1CC(=O)NCc1nccn1CC (configuration not stated)	8%	-0.8	-8	1%	-12%	-10%	7%	-1	2%
CC1Cc2nc(SCC(=O)N3CCN(c4ccccc4)CC3)n(CCc3ccccc3)c(=O)c2S1 (configuration not stated)	2%	-2.8	-14	0%	12%	1%	27%	-4	-5%
Cc1cc(C)c2nc(NC(=O)c3ccc(OCC4CCCO4)cc3)sc2c1 (configuration not stated)	0%	0.7	8	9%	-15%	1%	-2%	-7	0%
Cc1c(Cl)cccc1NC(=S)N1CCCN(Cc2ccc(F)cc2)C1	2%	0.6	-11	-6%	8%	5%	u	-3	5%
Cc1oc2c(c(C)cc3oc(=O)c(CC(=O)NCCc4ccc(Cl)cc4)c(C)c32)c1C	2%	1.1	x	-2%	13%	-9%	-20%	-6	5%
O=S(=O)(c1ccc(Cl)cc1)c1nc(-c2ccccc2Br)oc1N1CCOCC1	-5%	x	x	-1%	-6%	-3%	-16%	-9	-1%

(more compounds)
| canonical_smiles | Vif-APOBEC3F blk | D2 agonist | D2 antagonist | GRP78 ERSR act | RGS4 inhibitor | ERG Ets-DNA blk | 12-LOX inh | LDHA block | Vif-APOBEC3G blk |
| --- | --- | --- | --- | --- | --- | --- | --- | --- | --- |
| Cc1cc([N+](=O)[O-])cc(/C=N/n2c(C)nc3ccccc3c2=O)c1O | u | 2.0 | -6 | -7% | -23% | -14% | u | 2 | 0% |
| O=C(NCCN1CCOCC1)C(=O)NCC1OCCN1S(=O)(=O)c1ccc(F)cc1 (configuration not stated) | -14% | -0.2 | -1 | -5% | -1% | -2% | 0% | -2 | -2% |
| O=C(CSc1ncc(-c2ccccc2)[nH]1)Nc1ccccc1 | -6%&-10% | -0.9&-1.6 | 3 | 6%&-1% | -7%&1% | -5% | u | 6&-5 | -1%&-1% |
| O=C(/C=C/c1cccc([N+](=O)[O-])c1)Nc1cccc(NC(=O)c2ccco2)c1 | -18% | -0.5 | -6 | 1% | u | 2% | -18% | -5 | -7% |
| COc1ccc(S(=O)(=O)N(C)CC(=O)Nc2ccccc2SC)cc1 | -6% | -2.6 | 12 | -4% | 27% | 0% | -3% | -6 | 0% |
| CCNC(=O)C(=O)N/N=C/c1cc([N+](=O)[O-])ccc1O | 5% | 0.0 | 4 | -2% | 10% | 11% | -11% | 11 | -4% |
| CCCCn1c(N)c(N(CCOC)C(=O)C2CC(=O)N(c3cccc(SC)c3)C2)c(=O)[nH]c1=O (configuration not stated) | 8% | 0.7 | -17 | -3% | -26% | -11% | 14% | 0 | 0% |
| Cc1ccc(CNc2nc3ccc(Cl)cc3n3cnnc23)cc1 | x | x | x | x | -7% | 0% | -3% | -2 | x |
| CC(NC(=O)CCCCCCN1C(=O)c2ccccc2C1=O)c1ccc2c(c1)CCCC2 (configuration not stated) | 3% | 1.5 | -2 | -1% | 1% | 1% | 8% | 4 | 2% |
| CSc1ccccc1C(=O)Nc1cc2c(cc1C(=O)O)OCCCO2 | 6% | -0.5 | -4 | 1% | u | 9% | u | 4 | 2% |
| COc1c2c(cc3c1C(CC(O)Cc1ccccc1)N(C)CC3)OCO2 (configuration not stated) | -2% | 1.8 | 57* | -4% | u | 4% | 9% | 7 | 1% |
| COc1ccc(OC)c(/C=C/C(=O)OCC(=O)NCc2cccs2)c1 | 1% | -0.8 | 17 | -2% | -19% | -6% | -7% | -12 | 0% |
| Cc1cc(N=NC(=O)c2ccccc2O)c2ccccc2c1O | 0% | 2.2 | -13 | 0% | 0%[11.4 µM] | 0% | -16% | 3 | 5% |
| C/C(=N\Nc1cc(N2CCOCC2)ncn1)c1ccccc1 | -8% | -1.6 | -9 | -5% | 11% | -6% | 29% | -8 | 1% |
| Cc1cccc(NC(=O)c2nc[nH]c2C(=O)N[C@@H](CCCCNC(=O)OC(C)(C)C)C(=O)OC(C)(C)C)c1 | -18% | 1.0 | 14 | -3% | 0% | 12% | -20% | 4 | 4% |
| Cc1cn(CC(=O)N[C@H](CO)Cc2c[nH]c3ccccc23)c(=O)[nH]c1=O | -1% | x | x | -2% | -11% | 12% | u | -3 | -2% |
| CC(NC(=O)CN1CCN(c2ccccc2F)CC1)c1ccccc1 (configuration not stated) | 21% | 16 | 22 | -1% | 14% | -2% | 182%[activator] | 1 | -2% |
| COc1cc(CC(=O)Nc2ccc3nc(SC)sc3c2)cc(OC)c1OC | 2% | x | x | 5% | 10% | -15% | 0% | 0 | 3% |
| COc1cc2c(c(OC)c1OC)C(c1ccc(C)cc1)CC(=O)O2 (configuration not stated) | 6% | x | x | -3%&-4% | -18% | 0% | u | 5 | 7% |
| CCN1CCN(c2ncc3c(n2)CCN(Cc2ccc(C)s2)C3)CC1 | 5% | 1.0 | x | -3% | 4% | -1% | -5% | 4 | -2% |
| Cc1noc(C)c1COC(=O)c1ccccc1NC(=O)Cc1ccccc1 | -2% | 0.7 | -2 | -2% | -6% | -2% | -10% | 4 | -1% |
| O=C(NCc1cccs1)c1ccc(CS(=O)(=O)c2ccc(Cl)cc2)o1 | -3% | x | x | -3% | 6% | -9% | -4% | 1 | 1% |
| Cc1cccc(C)c1NC(=O)CSc1nnc(NC(=O)c2ccccc2C(=O)O)s1 | 1% | 4.6 | 1 | 1% | 1% | 5% | u | -17 | 0% |

Some of these compounds in order of SMILES length, low to high:
| canonical_smiles | Vif-APOBEC3F blk | D2 agonist | D2 antagonist | GRP78 ERSR act | RGS4 inhibitor | ERG Ets-DNA blk | 12-LOX inh | LDHA block | Vif-APOBEC3G blk |
| --- | --- | --- | --- | --- | --- | --- | --- | --- | --- |
| O=C(CSc1ncc(-c2ccccc2)[nH]1)Nc1ccccc1 | -6%&-10% | -0.9&-1.6 | 3 | 6%&-1% | -7%&1% | -5% | u | 6&-5 | -1%&-1% |
| CSc1ccccc1C(=O)Nc1cc2c(cc1C(=O)O)OCCCO2 | 6% | -0.5 | -4 | 1% | u | 9% | u | 4 | 2% |
| Cc1cn(CC(=O)N[C@H](CO)Cc2c[nH]c3ccccc23)c(=O)[nH]c1=O | -1% | x | x | -2% | -11% | 12% | u | -3 | -2% |
